NCI-60 one-dose screen, 48 h, at 10 µM unless noted. Numbers give growth in % (100 = growth as untreated, 0 = no growth, -100 = all killed).
SK-MEL-5 = SK-MEL-5 melanoma; 6.4% of 80,000 active; AID 1794755
UACC-257 = UACC-257 melanoma | 4.4% of 78,000 active
MALME-3M = MALME-3M melanoma | 5.8% of 78,000 active
SK-MEL-28 = SK-MEL-28 melanoma | 4.1% of 81,000 active | AID 1794761
LOX IMVI = LOX IMVI melanoma; AID 1794757; 7.4% of 79,000 active
SK-MEL-2 = SK-MEL-2 melanoma; 4.7% of 77,000 active
MDA-MB-435 = MDA-MB-435 melanoma; 7.8% of 82,000 active; AID 1794794
UACC-62 = UACC-62 melanoma; AID 1794756; 5.4% of 81,000 active
Starred values were filed as active, the others as inactive; . = not tested or not shown; & = joins results of further samples; [ ] = remark or other dose. Rule for the calls: active = growth percent below 10; inactive = the rest.

SMILES	SK-MEL-5	UACC-257	MALME-3M	SK-MEL-28	LOX IMVI	SK-MEL-2	MDA-MB-435	UACC-62
Cc1ccc(NC(=O)Nc2ccc(Nc3ncnc4sc5c(c34)CCN(C(=O)CCl)C5)cc2)cc1Cl	97	82	111	113	85	.	109	93
COc1ccc(-c2c(NC(=O)Nc3ccc(OC(F)(F)F)cc3)cnn2-c2ccc(S(N)(=O)=O)cc2)cc1	79	86	97	96	88	90	85	83
O=C1CCCC=CC[C@H]2C=C(Cl)C(=O)C2=CC[C@H](CCCCC(F)(F)F)OC(=O)CCCC=CC[C@H]2C=C(Cl)C(=O)C2=CC[C@H](CCCCC(F)(F)F)OC(=O)CCCC=CC[C@H]2C=C(Cl)C(=O)C2=CC[C@H](CCCCC(F)(F)F)O1	59[6.25 µM]	79[6.25 µM]	106[6.25 µM]	72[6.25 µM]	19[6.25 µM]	90[6.25 µM]	31[6.25 µM]	.
O=C1OC(c2ccc(-c3ccccc3)cc2)=C/C1=C/c1cccc([N+](=O)[O-])c1	97	92	90	101	106	.	101	100
Cn1c(=O)c2[nH]c(CCc3ccncc3)nc2n(C)c1=O	104	114	.	111	.	100	113	104
O=C(/C=C/c1cccc(Br)c1)c1ccccc1	92	82	99	100	78	93	81	93
CCCNc1ccc(C2=NCCCN2)cc1	98	100	.	114	95	102	96	.
COc1cc(C(=O)c2cnc(-c3ccc4cc[nH]c4c3)[nH]2)cc(OC)c1OC	-63*	62	49	56	8.4*	36	-28*	29
Nc1ncnc2c1ncn2C1OC(CO)C(O)C1F (configuration not stated)	101	89	97	108	98	100	103	87
CN(C)CCC=C1c2ccccc2C=Cc2ccccc21	96&93&81	93&89	119&107&100	98&106&62	101&93&75	111&98&127	99&114&59	97&98&76
Sc1ccc(Nc2c3ccccc3nc3ccccc23)cc1	57	68	86	101	89	41	93	63
O=C(CSc1nnc(-c2ccc(-c3nc4ccc(Cl)cc4[nH]3)cc2)o1)Nc1ccc(Br)cc1	-7.0*	13	-20*	-81*	-100*	5.0*	29	-53*
CCC(C)N(c1ccc(OC)cc1)c1nc(-c2ccc([N+](=O)[O-])cc2)cs1 (configuration not stated)	100	90	97	107	80	95	97	75
O=C1[C@@H](Oc2ccc(Cl)cc2)[C@]2(C3CCCCC3)c3ccsc3CCN12	.	91	103	101	96	78	96	69
CN1C(=O)C(C2=NN(c3cc(Cl)cc(Cl)c3)C(c3ccc(F)cc3)C2)C(=O)N(C)C1=O (configuration not stated)	61	83	80	93	88	61	94	51

Exported with values under each structure: entries from further up
Values run as follows: SK-MEL-5	UACC-257	MALME-3M	SK-MEL-28	LOX IMVI	SK-MEL-2	MDA-MB-435	UACC-62
> Cc1ccc(NC(=O)Nc2ccc(Nc3ncnc4sc5c(c34)CCN(C(=O)CCl)C5)cc2)cc1Cl
  97	82	111	113	85	.	109	93
> COc1ccc(-c2c(NC(=O)Nc3ccc(OC(F)(F)F)cc3)cnn2-c2ccc(S(N)(=O)=O)cc2)cc1
  79	86	97	96	88	90	85	83
> O=C1CCCC=CC[C@H]2C=C(Cl)C(=O)C2=CC[C@H](CCCCC(F)(F)F)OC(=O)CCCC=CC[C@H]2C=C(Cl)C(=O)C2=CC[C@H](CCCCC(F)(F)F)OC(=O)CCCC=CC[C@H]2C=C(Cl)C(=O)C2=CC[C@H](CCCCC(F)(F)F)O1
  59[6.25 µM]	79[6.25 µM]	106[6.25 µM]	72[6.25 µM]	19[6.25 µM]	90[6.25 µM]	31[6.25 µM]	.
> O=C1OC(c2ccc(-c3ccccc3)cc2)=C/C1=C/c1cccc([N+](=O)[O-])c1
  97	92	90	101	106	.	101	100
> Cn1c(=O)c2[nH]c(CCc3ccncc3)nc2n(C)c1=O
  104	114	.	111	.	100	113	104
> O=C(/C=C/c1cccc(Br)c1)c1ccccc1
  92	82	99	100	78	93	81	93
> CCCNc1ccc(C2=NCCCN2)cc1
  98	100	.	114	95	102	96	.
> COc1cc(C(=O)c2cnc(-c3ccc4cc[nH]c4c3)[nH]2)cc(OC)c1OC
  -63*	62	49	56	8.4*	36	-28*	29
> Nc1ncnc2c1ncn2C1OC(CO)C(O)C1F (configuration not stated)
  101	89	97	108	98	100	103	87
> CN(C)CCC=C1c2ccccc2C=Cc2ccccc21
  96&93&81	93&89	119&107&100	98&106&62	101&93&75	111&98&127	99&114&59	97&98&76
> Sc1ccc(Nc2c3ccccc3nc3ccccc23)cc1
  57	68	86	101	89	41	93	63

Other records follow.
SMILES	SK-MEL-5	UACC-257	MALME-3M	SK-MEL-28	LOX IMVI	SK-MEL-2	MDA-MB-435	UACC-62
CCCCC(=O)Nc1c(C(=O)Nc2ccccc2)sc2nc3c(cc12)C(OC(=O)CCCC)CCC3 (configuration not stated)	85	110	105	110	85	94	108	88
O=c1[nH]cnc2nc[nH]c12	102	117	110	98	98	.	94	102
C=C(C)[C@@H]1CC[C@]2(COC(=O)c3ccco3)CC[C@]3(C)[C@H](CC[C@@H]4[C@@]5(C)CCCNC(C)(C)[C@@H]5CC[C@]43C)[C@@H]12	88	67	77	63	83	102	87	58
O=C(N/N=C\c1cc(Cl)ccc1[N+](=O)[O-])c1ccco1	111	95	125	110	103	117	100	101
CCCCCc1nnc(NC(=O)/C=C/c2cccc(F)c2)s1	100	22	116	102	104	113	102	104
COC(=O)c1sc(-c2ccc(F)cc2)cc1O	100	120	94	103	101	110	87	88
COc1cccc(-c2nc3occn3c2-c2ccnc(NCCCNS(=O)(=O)c3ccc(Br)cc3)n2)c1	29	77	54	71	55	82	40	24
CCNC(=O)OCCCl	107	98	105	106	100	149	107	106
Cc1cccc(C)c1[C@H]1C[C@@](C)(O)[C@H]2CC[C@H](C)C[C@H]2O1	105	110	110	102	99	110	104	104
O=C(NC(Cc1cn(Cc2ccccc2)cn1)C(=O)O)OCC1c2ccccc2-c2ccccc21 (configuration not stated)	103	99	.	104	98	.	113	112
O=C1C=C(C(O)c2ccc(O)cc2)C(=O)c2ccccc21 (configuration not stated)	96	107	96	120	84	109	.	101
Cc1nn(-c2ccc(Br)cc2)c2nc3c(nc12)C(=O)CC(C)(C)C3	73	103	93	95	83	105	84	77
O=C(N/N=C/C=C/c1ccccc1)c1ccncc1	102	105	87	103	99	87	101	92
CCN(CC)CC(C)Nc1ccc([N+](=O)[O-])c2sc3ccccc3c(=O)c12 (configuration not stated)	5.5*	-10*	-6.6*	.	15	27	24	33
Nc1ncnc2c1cnn2CCO	98	110	84	110	108	126	94	.
CC(C)(CCC(=O)O)[N+](=O)[O-]	102	109	120	109	110	110	101	106
Nc1[nH]c(=O)[nH]c(=O)c1N=O	106&102&102	106&106&103	105&109&101	121&117&108	103&105	123&109&104	103&102&100	107&99
CC(C)CCSc1nc(-c2ccc(F)cc2)c(C#N)c(N(CCO)CCO)n1	102	86	103	107	92	76	101	79
COc1cc(-c2nc(SC(C)C)nc(Nc3cccc(C)c3)c2C#N)cc(OC)c1OC	102	99	108	107	97	118	107	95
N=C(N)NCCC[C@H](NC(=O)[C@@H](CCCNC(=N)N)NC(=O)[C@H](CCCNC(=N)N)NC(=O)c1ccc(-c2ccc(NC(=O)CCNC(=O)[C@H](CCCNC(=N)N)NC(=O)[C@@H](CCCNC(=N)N)NC(=O)[C@H](CCCNC(=N)N)NC(=O)c3ccc(-c4ccc(NC(=O)CCNC(=O)[C@H](CCCNC(=N)N)NC(=O)[C@@H](CCCNC(=N)N)NC(=O)[C@H](CCCNC(=N)N)NC(=O)c5ccc(-c6ccc(NC(=O)CCN)cn6)nc5)cn4)nc3)cn2)nc1)C(=O)O	102	97	105	101	.	103	92	86
CCOC(=O)c1c(O)cc(-c2ccccc2)cc1-c1sc(N(C)Cc2ccccc2)nc1Cl	101	96	100	101	97	101	101	93
COc1cc(-c2ncn(/C=C\C(=O)OC(C)C)n2)cc(C(F)(F)F)c1	-38*	60	-1.6*	-18*	-73*	-10*	-35*	-11*
Cc1ccc(F)c(C(=O)c2ccccc2C(=O)O)c1	100	94	100	107	99	106	103	96
CCOC(=O)CO/N=C(C)/C=C/c1ccc(Br)cc1	78	92	90	104	97	.	106	84
CCCCCCCOc1ccc(C(=O)CCN2CCOCC2)cc1	98	99	101	106	87	111	.	82
COc1cc(CNC(=O)C[C@H](C)CCC=C(C)C)ccc1OCc1cn(-c2cccc(C(F)(F)F)c2)nn1	79	104	81	92	81	111	75	72
CN1CCN(Cc2ccc(NC(=O)c3cncc(C#Cc4cnc5ccc(N[C@@H]6CCOC6)nn45)c3)cc2C(F)(F)F)CC1	-100*	-86*	-99*	-95*	-100*	-94*	-88*	-90*
CCCCCCCCCCCC(=O)OC(C)C(=O)Nc1ccccc1 (configuration not stated)	118	100	96	108	.	98	106	100
ClCCCOCc1ccccc1	104	114	94	110	105	.	110	100
Cc1ccc(CNS(=O)(=O)/N=C2\NC(=O)NC2=C(Cl)Cl)cc1	.	60	95	84	.	29	48	77
CCSc1nnc(-c2cnn3c2NC(c2ccccc2)C3)n1-c1ccccc1 (configuration not stated)	94	91	105	105	98	78	104	84
CN(c1cccnc1)c1ncnc2[nH]ncc12	105	111	87	98	91	117	100	102
COC(=O)CCN(C(=O)OC)c1ccccc1	113	107	102	111	106	107	.	105
CCCSc1nc(NCCc2c[nH]c3ccccc23)c(C#N)c(-c2ccc(OC)cc2)n1	30	90	83	71	37	76	62	72
COc1cc(Cl)c(C)cc1NC(=O)CC(C)=O	101	104	95	111	104	101	106	92
O=C1Nc2ccccc2/C1=C/C(=O)c1ccc(-n2ccnc2)cc1	101	107	88	110	99	106	105	92
CCCCN(CCC)CCCCCCCCCN1CCCc2ccccc21	49	103	96	76	62	88	89	77
Cc1nc(-c2cc3ccccc3c(N3CCN(C)CC3)n2)cs1	95	101	97	107	85	.	100	91
Cc1cn(C2CC(O)C(COC(c3ccccc3)(c3ccccc3)c3ccccc3)O2)c(=O)[nH]c1=O (configuration not stated)	83	75	101	95	57	86	95	87
CCCc1nc2nc3c(c(C)nn3-c3ccccc3)c(-c3ccc(OC)cc3)c2c(=O)[nH]1	102	98	86	106	96	93	99	108
Cc1ccc(C(=O)C[n+]2cn(CC(=O)Nc3cccc4cccnc34)c3ccccc32)cc1	99	83	88	80	91	96	94	77
C=CC(=O)N[C@@H](CO)Cc1ccc(-c2cc(F)cc(C(N)=O)c2)cc1	84	96	89	101	95	106	95	77
COc1ccc2cc(C(=O)/C=C/N3CCN(CCO)CC3)ccc2c1	100	103	88	94	88	85	95	86
COc1ccc(-c2nn(-c3ccc(NC(=O)Nc4ccc(Cl)c(C(F)(F)F)c4)cc3)cc2-c2ccncc2)cc1Cl	-87*	-5.9*	2.9*	12	2.2*	-43*	-17*	0.8*
O=C1CCCN1Cc1ccccc1	109	99	104	113	104	99	103	106
Cc1ccc(Nc2nc(N)nn2Cc2cccc(Br)c2)cc1	21	62	62	65	43	53	50	40
COc1ccc(C2CC(=O)Nc3c(-c4ccc(OC)c(OC)c4)csc32)cc1O (configuration not stated)	51	97	91	110	98	101	102	85
CCOc1ccc(CN2CCN(CC(O)COc3ccc(OCC(O)CN4CCN(Cc5ccc(OCC)cc5)CC4)cc3)CC2)cc1 (configuration not stated)	29	69	85	98	96	93	98	77
COC(=O)CSc1ccccc1C(=O)OC	101	96	102	107	98	108	112	104
CC1(C)[C@@H](O)CC[C@]2(C)[C@H]3CC[C@@H]4[C@H]5[C@H](C(=O)/C=C\c6ccccn6)CC[C@]5(O)CC[C@@]4(C)[C@]3(C)CC[C@@H]12	54	62	56	51	-22*	78	27	42
CC(C)[C@@]12C[C@@H](OC(=O)C3CO3)[C@@](C)(O1)[C@@H]1CC[C@@H](C)[C@H]1[C@@H]2OC(=O)/C=C/c1ccccc1 (some centres not stated)	98	75	84	110	89	88	109	77
CC(C)CC(NC(=O)C(O)C(N)Cc1ccccc1)C(=O)O (configuration not stated)	107	103	110	.	85	93	96	105
NC(=S)N/N=C(/c1cccs1)C1CC1	106	39	96	101	68	160	87	99
O=C(c1ccc(Cl)cc1)c1cccc(O)c1	104	104	.	108	97	106	112	107
CCNc1nc(-c2ccc(Cl)c(O)c2)c(-c2ccnc(NCCNS(=O)(=O)c3ccc(C)cc3)n2)s1	70	65	13	47	66	42	63	32
O=C1OC(c2ccc3c(c2)OCO3)C=C1Nc1nc(-c2ccc(Cl)cc2)cs1 (configuration not stated)	105	73	98	112	96	104	108	104
CCCCCCn1c(-c2ccc(C(=O)O/N=C(\N)c3ccc(Cl)cc3)cc2)nc(-c2ccccc2)c1-c1ccccc1	99	106	104	101	98	106	.	94
OCc1ccccc1	99	86	107	113	92	104	101	98
c1ccc(CCNc2ccc3c(c2)Cc2ccccc2-3)nc1	64	83	.	92	46	70	86	73
CCCCCCCC/C=C\CCCCCCCC(=O)OCCCCCCCCCCCCC	103	100	115	114	103	117	99	109

Going on with the list.
SMILES	SK-MEL-5	UACC-257	MALME-3M	SK-MEL-28	LOX IMVI	SK-MEL-2	MDA-MB-435	UACC-62
Cn1cc(-c2csc(-c3cn(CCN)c4ccccc34)n2)c2cccnc21	24	78	68	73	45	61	17	.
COc1cc2c3c(n(C4CCC(O)CC4)c(=O)c2cc1OC)-c1cc2c(cc1C3=O)OCO2 (configuration not stated)	42	.	86	104	30	97	73	21
CC(=O)Nc1nc(-c2cccc(NS(=O)(=O)c3cccc4c(N(C)C)cccc34)c2)cs1	35	44	75	89	78	74	62	60
CCCCSCSCCCC	106	94	97	105	95	102	104	108
O=c1c2ccccc2nc(N/N=C/c2ccc(N3CCCCC3)cc2)n1-c1ccccc1	104	104	108	105	94	107	.	93
COc1ccc(-c2nn(-c3cccc(NS(=O)(=O)c4ccc(C)cc4)c3)cc2-c2ccncc2)cc1Cl	91	100	107	123	101	102	103	89
O=c1[nH]c(=O)c2n[nH]nc2[nH]1	111	107	102	111	97	.	101	105
COc1ccc(Cc2nnc3sc(SCC(=O)c4ccc(Cl)cc4)nn23)cc1	98	100	103	107	91	90	101	98
N#C/C(=C\c1ccc(-c2cccc(Cl)c2)o1)c1ccc(F)cc1	92	106	96	109	94	.	104	80
CCOC(=O)C1CC(c2ccccc2)=NN1c1ccccc1 (configuration not stated)	104	115	119	117	107	100	105	96
COc1cc2ccc(NC(C)=O)cc2cc1OC	116	91	.	102	107	120	101	109
CC1=NNC(=O)C1	121	106	95	137	105	117	98	91
